# NPY1 pot ag: potentiators or agonists of human neuropeptide Y receptor Y1; P25929; NPY-Y1 expressing cells, potentiator/agonist activation; activation, % at 3.6 µM; 0.37% of 220,000 active; in the data active means activation above about 33%, passing the limit was not always enough;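 further: cells stimulated with NPY at EC10 then isoproterenol at EC100; 0% = low agonist plus stimulus and 100% = saturating agonist plus stimulus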
# S1P4 antagonist: human S1P4 receptor antagonism; O95977; S1P4-expressing cells, antagonist mode, reporter read-out; inhibition, % at 4.98 µM; 0.26% of 220,000 active; AID 1510; in the data active means inhibition above about 29%;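 further: 0% = wells stimulated with agonist and 100% = vehicle wells without agonist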
# NPY Y1 blocker: antagonists of human neuropeptide Y receptor Y1 | P25929 | HEK293-CNG Y1 cells, membrane potential fluorescence; NPY at EC95, then isoproterenol | inhibition, % at 3.6 µM | 1% of 200,000 active | AID 1040;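 active means inhibition above the campaign mean inhibition of all tested compounds plus 3 SD, cut at about 20% in these data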;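 further: 0% = DMSO wells given NPY plus isoproterenol and 100% = isoproterenol alone without NPY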
#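 Assay system: HEK293 cells with Y1 receptor plus CNG channel | Probe or stimulus: NPY (25 nM), isoproterenol (1 µM), Ro 20-1724 (25 µM) | Timing: Compound incubation 1 h at room temperature, readout 45 min post-stimulation | Measured by: Membrane-potential fluorescent dye readout | Benchmarks: High control isoproterenol alone, low control NPY with isoproterenol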
# CHOP inhibitor: blocks CHOP induction under ER stress; inhibition, % at 10 µM; CHO-K1 CHOP-promoter luciferase, tunicamycin-induced, 15-18 h; 3.8% of 220,000 active; AID 2732;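 active means compounds that reduced the stress-induced luciferase reporter signal by more than about 70% of percent inhibition, limit read from the data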;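 further: 0% = tunicamycin plus vehicle and 100% = wells without tunicamycin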
# TRPN1 ag: zebrafish TRPN1 (NompC) channel agonism; activation, % at 3 µM; 0.18% of 220,000 active; AID 1424; HEK293 zebrafish TRPN1-YFP, Fluo-8 calcium fluorescence; 100% = response to 87 µM carbachol;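 active means activation above its plate's cutoff, the mean activation of test wells on that plate plus 3 SD, cut at about 19% in these data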;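 further: 0% = DMSO alone and 100% = 87 µM carbachol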
#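 System: zebrafish TRPN1-YFP in HEK293 cells / Dosing: 3 µM single point / Timing: dye loading 1 h at 37 °C, then 30 min room temperature / Signal: Fluo-8 calcium fluorescence, excitation 470-495 nm, emission 515-575 nm / Read-out basis: percent activation from peak over basal fluorescence ratio, control-normalized / Control set: high carbachol 87 µM, low DMSO alone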
# NPY-Y2 PAM-ag: potentiates or activates human NPY-Y2 receptor; P49146; cells expressing NPY-Y2, potentiator/agonist read-out; activation, % at 3.6 µM; 0.45% of 220,000 active; in the data active means activation above about 27%;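 further: cells stimulated with NPY near EC25 plus isoproterenol at EC100; 0% = vehicle plus submaximal agonist and 100% = vehicle plus saturating agonist; some results beyond the cut were filed as inactive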
# Target sequence (P49146 whole entry, looked up): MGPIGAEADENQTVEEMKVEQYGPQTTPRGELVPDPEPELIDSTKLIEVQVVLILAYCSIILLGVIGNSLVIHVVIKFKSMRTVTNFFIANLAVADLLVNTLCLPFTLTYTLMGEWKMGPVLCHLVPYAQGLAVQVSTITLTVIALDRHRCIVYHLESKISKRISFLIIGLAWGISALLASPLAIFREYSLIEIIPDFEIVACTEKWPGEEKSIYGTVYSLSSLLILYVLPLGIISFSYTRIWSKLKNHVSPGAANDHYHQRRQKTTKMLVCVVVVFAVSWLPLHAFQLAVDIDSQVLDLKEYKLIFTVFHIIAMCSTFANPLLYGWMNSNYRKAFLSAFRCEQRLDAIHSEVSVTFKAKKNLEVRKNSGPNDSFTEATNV
# TRPML3 ag: activates the human TRPML3 channel; Q8TDD5; HEK293 TRPML3-YFP, Fluo-8 calcium fluorescence; 100% = the carbachol control signal; activation, % at 3 µM; 0.29% of 220,000 active; AID 1448;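 active means activation above its plate's cutoff, the mean activation of the plate's test wells plus 3 SD, cut at about 12% in these data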;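 further: 0% = DMSO only wells and 100% = carbachol wells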
# Target sequence (Q8TDD5 whole entry, looked up): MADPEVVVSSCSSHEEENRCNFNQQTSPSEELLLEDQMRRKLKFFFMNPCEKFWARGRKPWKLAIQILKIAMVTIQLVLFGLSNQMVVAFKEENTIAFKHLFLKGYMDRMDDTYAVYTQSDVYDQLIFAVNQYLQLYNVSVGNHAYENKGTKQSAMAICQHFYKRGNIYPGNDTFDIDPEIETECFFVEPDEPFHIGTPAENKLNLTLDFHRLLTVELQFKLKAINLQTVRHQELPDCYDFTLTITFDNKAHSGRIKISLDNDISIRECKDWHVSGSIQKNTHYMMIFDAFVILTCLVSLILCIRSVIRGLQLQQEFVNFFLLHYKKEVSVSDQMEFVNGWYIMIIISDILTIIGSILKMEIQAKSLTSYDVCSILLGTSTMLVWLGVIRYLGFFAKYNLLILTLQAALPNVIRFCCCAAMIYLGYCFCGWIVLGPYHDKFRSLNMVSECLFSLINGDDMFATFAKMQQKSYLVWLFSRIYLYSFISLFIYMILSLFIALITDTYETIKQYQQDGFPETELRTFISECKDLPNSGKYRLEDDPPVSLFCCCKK
#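 Test system: TRPML3-YFP stable HEK293 cells. Doses: single point at 3 µM. Incubation: dye loading 1 h 37 °C then 30 min ambient, 125 s read. Signal: Fluo-8 calcium dye fluorescence, ex 470-495, em 515-575 nm. Measure: percent activation from peak-to-basal fluorescence ratio, scaled between DMSO and carbachol.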
# EP2 modulator: modulates human prostaglandin E2 receptor EP2 signaling. EP2-expressing cells, cAMP HTRF FRET, PGE2 co-stimulation. induction, % at 25 µM. 0.83% of 260,000 active;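 active means compounds whose cAMP rise, as percent of the full-agonist control response, exceeds 60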;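 further: rat C6 glioma line stably carrying human EP2 under a CMV promoter; the protocol text gives 20 µM as final concentration; 100% = response of wells given 1 µM PGE2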
# S1P4 ag: human S1P4 receptor agonism | AID 1509 | S1P4-expressing cell line, agonist reporter assay | activation, % at 4.98 µM | O95977 | 0.35% of 220,000 active; in the data active means activation above about 11%;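 further: 0% = DMSO vehicle and 100% = reference agonist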
# Active calls of the source: *; . = not tested or not shown; & = joins results of further samples.
# Order of results – NPY1 pot ag	S1P4 antagonist	NPY Y1 blocker	CHOP inhibitor	TRPN1 ag	NPY-Y2 PAM-ag	TRPML3 ag	EP2 modulator	S1P4 ag
COc1ccc(-c2nc(S(=O)(=O)c3ccccc3)c(N3CCOCC3)o2)cc1
  8	-13	-3	32	1.2	-1	0.7	10	1.3
CCC(=O)NCCc1c[nH]c2ccccc12
  -19	0	1	11	0.4	13	0.1	8	1.9
COC(=O)c1ccccc1NC(=O)N1CCN(c2ccc(OC)cc2)CC1
  -26	-12	14	-4	-1.6	0	1.0	17	-1.2
O=C(c1ccc(Oc2ccc(C(F)(F)F)cc2[N+](=O)[O-])cc1)N1CCOCC1
  5	2	2	-3	4.7	-13	1.1	2	-0.8
CCOCCCNC(=O)CN1C(=O)/C(=C/c2ccccc2)Sc2ccccc21
  1	-19	4	55	0.4	0	0.0	17	-0.2
CCn1c(-c2csc(C(C)C)c2)n[nH]c1=S
  -24	-9	6	31	-1.4	-20	0.0	19	0.9
CCOc1ccccc1CN1CCN(C2CCSCC2)CC1CCO (configuration not stated)
  -2	-7	10	0	0.1	-8	0.7	-20	0.3
Cc1cccc(C(=O)n2c(=S)nc3cc(C)ccn32)c1
  7	6	.	30	0.7	10	0.9	-17	0.1
O=C1CC(Cc2ccc(Cl)cc2)C(=O)N1c1cc(Cl)ccn1 (configuration not stated)
  -3	4	.	8	1.3	16	0.0	9	0.7
COC(=O)C(O)(CC(=O)Nc1ccccc1OC)C(F)(F)F (configuration not stated)
  -3	14	-2	10	0.9	-5	0.8	23	3.4
CN1C=CC=C/C1=C1\SC(=S)N(CC(=O)O)C1=O
  13	-3	-3	5	0.4	18	0.6	32	0.3
Cn1c(Oc2ccccc2NCc2cccc(Br)c2)cc(=O)n(C)c1=O
  -12	-9	25*	57	-2.8	-9	-1.7	24	0.5
Cc1nn(C)c(C)c1CS(=O)(=O)c1ccccc1
  2	-22	-6	2	-0.1	-6	0.6	-11	1.6
CCCCn1nnc(NC(=O)c2sc3cc(Cl)ccc3c2Cl)n1
  -27	-2	13	53	-0.1	-20	-0.3	37	0.5
COc1cc(C(=O)NCCc2ccc(F)cc2)c([N+](=O)[O-])cc1OC
  13	-19	-1	-8	0.3	-3	0.7	26	1.7
CC(c1ccccc1)n1c(S(=O)(=O)O)nc2ccccc21 (configuration not stated)
  -3	-2	-4	6	0.9	-12	1.0	11	1.1
COc1ccc(OC)c(NC(=O)C2CC(=O)N(c3ccccc3)C2)c1 (configuration not stated)
  2	-9	5	-13	1.2	7	-0.2	9	0.4
O=[N+]([O-])c1ccc(NCc2ccccc2)nc1
  -24	1	0	-8	0.6	-7	-0.7	8&10	-1.5
CC(C)(C)OC(=O)N1CCC(c2c(C(=O)O)cnn2-c2ccccc2)CC1
  7	12	-5	13	0.3	20	0.7	2	-3.5
O=C(CCC(=O)OCC(F)(F)C(F)F)Nc1ccc(F)cc1F
  5	-7	2	-6	1.7	7	0.6	26	1.4
COC(=O)C1CCN(c2cc(=O)n(Cc3ccc(F)cc3)c(=O)[nH]2)CC1
  14	-5	-2	-11	1.6	6	0.5	29	-0.7
COc1cc2c(C(=O)N3CCN(c4cccc(Cl)c4)CC3)cn(CC(C)C)c(=O)c2cc1OC
  3	-12	1	2	-0.9	7	0.6	-16	2.0
CCCCNC(=O)COC(=O)c1ccc(Cl)c(S(N)(=O)=O)c1
  -4	-13	2	-6	-0.7	14	0.9	1	-1.6
COP(=O)(CN(Cc1ccccc1)C(=S)Nc1c(C)cccc1C)OC
  -4	-19	-3	2	0.0	-26	0.9	1	1.7
CCOC(=O)N1CCN(c2c(N3CCN(c4ccc(F)cc4)CC3)c(=O)c2=O)CC1
  21	0	.	-19	-0.6	12	0.6	31	1.2
COc1cc(S(=O)(=O)N(Cc2cccnc2)Cc2cccc(OC)c2OC)ccc1-n1cnnn1
  -6	6	.	-6	1.3	-11	0.4	-4	-2.1
O=C(CN1C(=O)c2cccc([N+](=O)[O-])c2C1=O)N1CCN(c2ccc(F)cc2)CC1
  -2	10	-3	-9	-1.2	3	0.6	-3	-0.3
CCOCCCNC(=O)c1c[nH]c2ccc(OCC)cc2c1=O
  -4	-2	.	7	1.8	-15	0.9	-32	0.0
O=C(NCc1nnc(SCC(=O)N2CCCC2)o1)c1ccco1
  11	5	-1	1	1.3	3	0.8	5	1.2
O=C(COC(=O)c1ccc(S(=O)(=O)NCc2ccco2)cc1)c1ccccc1
  10	-15	-7	31	0.8	3	-0.3	-20	-0.2
CCN(CC)S(=O)(=O)c1ccc(N2CCCC2)c(NS(=O)(=O)c2ccc([N+](=O)[O-])cc2)c1
  9	-13	-3	-3	-0.2	6	-0.2	-1	-0.2
O=c1[nH]cnc2ccccc12
  -33	0	2	1	3.0	6	0.7	3	-3.8
COc1ccccc1OCC(=O)Nc1cccc(-c2nc3ccccc3o2)c1
  -67	-15	20*	45	-1.3	-27	-0.6	23	0.1
Cc1ccc(NC(=O)c2cc(S(=O)(=O)N3CCCCC3)cs2)cc1
  7	-20	-4	22	0.2	-18	0.3	-28	0.8
COc1ccc(/C=N/n2c(C)nc3sc(C)c(C)c3c2=O)cc1
  -25	-4	.	4	0.7	-19	0.8	-23	0.0
O=C1c2ccccc2-c2cccc(C(=O)N3CCN(C(=O)c4ccccc4)CC3)c21
  4	-20	-5	6	0.9	-2	0.7	-20	-1.0
CCCCN(CC)CCCNC(=O)c1cc2c(=O)n(C)c3ccccc3c2n1C
  -20	-1	4	-18	1.1	-35	0.8	-6	1.1
COc1ccc2c(c1)SCCC2=O
  2	-17	17	20	-0.5	-3	0.3	0	0.7
Cc1cc(C)cc(C(=O)NC(=S)Nc2ccc3[nH]c(=O)[nH]c3c2)c1
  -12	-15	7	81*	-0.3	-6	0.3	25	2.1
Cn1nnnc1SCC1=C(C(=O)O)N2C(=O)C(NC(=O)C3CC3c3ccccc3)C2SC1 (configuration not stated)
  15	-5	-2	9	1.9	-1	0.6	14	-0.5
O=C(COC(=O)c1c(Cl)cccc1Cl)Nc1cc(Cl)ccc1Oc1ccccc1
  -59	-24	3	17	3.5	-14	1.8	9	2.0
NC(=O)c1ccc(Cc2ncc(C(F)(F)F)cc2Cl)s1
  -28	-11	2	5	0.1	-14	0.3	8	0.6
CC1=NN(c2ccc(Cl)c(C(=O)O)c2)C(=O)/C1=C\c1ccc(-c2ccc(C(=O)O)cc2)o1
  8	3	6	22	1.4	1	-1.4	20	0.7
CCOC(=O)c1ccc2c(c1)nc(SC/C(O)=C(\C#N)c1nc3ccccc3[nH]1)n2CC
  -18	-13	3	99*	2.0	-1	1.0	-3	1.6
COc1ccc(NC(=O)CSc2ncnc3c2sc2ccccc23)c(OC)c1
  -4	-6	-1	43	-0.8	-5	1.5	18	0.5
Cc1ccc(NC(=O)c2cccs2)cc1NC(=O)c1ccco1
  -6	12	-1	23	-0.3	-24	-0.4	-5	-0.4
COC(=O)C(C(=O)OC)C(C(C)C)C(C(=O)OC)C(=O)OC
  0	5	-1	2	-1.2	17	0.6	27	-0.1
COCCNC(=O)C(=O)NCC1OCCCN1S(=O)(=O)c1cccs1 (configuration not stated)
  8	-13	3	7	0.6	-1	0.8	13	0.0
Cc1nnc(SCC(=O)N(C)C2CCCCC2)s1
  7	-1	-11	-7	2.8	-9	0.6	-3&20	0.3
O=C1N=C(N2CCN(c3ccccc3)CC2)S/C1=C/c1cccs1
  -38	0	7	19	-1.5	-9	0.5	-14	2.0
Cc1cccc(N2CCN(C(=O)c3cc(C)oc3C)CC2C)c1 (configuration not stated)
  4	0	10	14	-0.4	-1	-0.4	-25	0.0
CCOC(=O)c1sc2ncn(/N=C/c3ccc(O)cc3)c(=O)c2c1C
  11	-17	1	60	2.1	-9	0.3	-32	-1.6
CCCCn1c(=O)c(C(C)=O)c(O)c2ccccc21
  -3	-11	0	0	0.1	-9	0.7	15	0.2
CC1(C)OC2OC(COC(=O)c3ccc([N+](=O)[O-])cc3)C3OC(C)(C)OC3C2O1 (configuration not stated)
  -15	-10	7	37	-0.1	4	0.2	6	0.7
Cc1ccc2c(c1)N(CCCC(=O)NCc1ccc3c(c1)OCO3)C(=O)CO2
  -1	16	2	1	-0.4	-10	-0.1	-28	1.9
Cc1ccc(S(=O)(=O)N2CC3CCCN3c3ccc(C(F)(F)F)cc32)cc1 (configuration not stated)
  18	-13	-7	55	-1.2	28*	1.5	19	0.9
Cc1ncc(CN2CCN(Cc3ccc(F)cc3)C(CCO)C2)s1 (configuration not stated)
  6	-3	-1	27	0.7	-7	0.5	-25	0.2
COc1ccc(NC(=O)CCNS(=O)(=O)c2cccc3nsnc23)cc1
  14	-5	-1	-3	-0.6	0	0.1	1	1.0
CNc1nc(-c2ccccc2)cc(C)c1S(C)(=O)=O
  3	-13	-2	19	-0.2	3	0.7	-1	-0.4
CCOC(=O)c1cc(C(=O)Nc2ccccc2F)nn1C
  -1	-13	7	16	-0.4	-2	0.1	20	1.6

# Other results.
# Order of results – NPY1 pot ag	S1P4 antagonist	NPY Y1 blocker	CHOP inhibitor	TRPN1 ag	NPY-Y2 PAM-ag	TRPML3 ag	EP2 modulator	S1P4 ag
Cc1cc(-n2c(C)cc(C(=O)COC(=O)CN=C3NS(=O)(=O)c4ccccc43)c2C)no1
  -12	-14	7	14	1.7	-1	-0.5	3	2.4
CCOc1cccc(C(=O)Nc2cc(-c3nn4c(C)nnc4s3)ccc2C)c1
  -17	-3	8	18	-0.5	3	-0.5	19	0.4
Cc1onc(-c2ccccc2)c1C(=O)Oc1ccccc1
  -17	11	.	-3	-3.3	-16	0.1	-23	0.9
S=C(NCC1CCCO1)N1CCN(c2nc(-c3ccccc3)cs2)CC1 (configuration not stated)
  18	3	-9	38	8.1	3	3.0	-18&-51	0.5
CCC(C)Sc1nc(O)c(Cc2ccccc2)c(=O)[nH]1 (configuration not stated)
  -12	-7	1	19	-0.4	2	0.2	37	-0.7
CC(=O)c1cccc(NC(=O)NC2CCCCC2)c1
  -10	-5	-1	16	0.6	5	0.6	4	2.3
Cc1cnc(C(=O)OCC(=O)Nc2ccc(Cl)cc2Cl)cn1
  -3	-30	-3	25	-0.1	7	-0.2	22	1.7
Cc1n[nH]c(C)c1CCC(=O)N/N=C/c1cccc([N+](=O)[O-])c1
  -4	9	-1	-2	-0.6	-9	0.7	-44	0.1
CC1CCc2cc(F)ccc2N1C(=O)CCl (configuration not stated)
  -13	6	9	92*	0.9	3	2.1	23	0.9
